# High-throughput results from PubChem BioAssay.
# UTI89 phage lysis: inhibition of K1F phage lysis, E. coli UTI89, bacterial capsule biogenesis inhibitors, alamar blue (AID 488966); E. coli UTI89 K1F phage lysis, alamar blue, 2 h; higher % means a stronger effect; one-dose inhibition, % at 100 µM; IC50 in µM for titrated hits; 340,000 compounds, 0.02% hits;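 active = phage lysis inhibition, versus mean bacterial control, above a set limit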;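 note: capsule biogenesis inhibitors block K1F phage lysis so surviving cells raise fluorescence; higher fluorescence means more inhibition of phage lysis; actives were called in the ten point dose series up to 300 µM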
# * marks the source's active call; other numbers are inactive results; & = joins results of further samples; [ ] = another dose, or the depositor's remark. Some of the compounds tested. The share of hits here may be higher or lower than overall.
compound | UTI89 phage lysis
CCCCN(C(=O)C1CC(=O)N(Cc2ccc(C)cc2)C1)c1c(N)n(CC(C)C)c(=O)[nH]c1=O (stereo not given) | 2.1%[50 µM]
Cc1cc(NC(=O)COc2coc(CN3CCN(c4ccccc4F)CC3)cc2=O)no1 | 0.5%[50 µM]
COc1ccc(C(=O)CC(=O)C(=O)Nc2cccc(F)c2)cc1 | 0.2%
O=C(N/N=C/c1cccc(O)c1)c1cc2c(ccc3ccccc32)o1 | -0.4%[50 µM]
COc1ccc(OC)c(S(=O)(=O)NCCCN2CCCC2=O)c1 | 0.7%[50 µM]
O=c1[nH][nH]c(=O)c2cc([N+](=O)[O-])ccc12 | 4.7%&3.6%
COc1ccc(C(=O)OCC(=O)Nc2ccc(N3CCOCC3)cc2)cc1OC | 0.2%[50 µM]
Clc1cccc(Cn2ncc3ccccc32)c1 | 1.4%[50 µM]
C[C@H](CO)N1C[C@H](C)[C@@H](CN(C)Cc2ccc(C(=O)O)cc2)Oc2ccc(NC(=O)Cn3cnnn3)cc2C1=O | 0.3%
C[C@@H]1C[C@H]2[C@@H]3C[C@H](F)C4=CC(=O)C=C[C@]4(C)[C@@]3(Cl)[C@@H](O)C[C@]2(C)[C@H]1C(=O)COC(=O)C(C)(C)C | 0.9%
COc1cccc(OC)c1C(=O)Nc1c(C(=O)N2CCN(c3ccccn3)CC2)oc2ccccc12 | -0.4%
CCN(CC)S(=O)(=O)c1ccc(C)c(NC(=O)CNc2cccc(S(=O)(=O)N3CCCC3)c2)c1 | 1.2%[50 µM]
O=C(Nc1ccc(S(=O)(=O)NCc2ccccc2)cc1)C1CCCCC1 | 1.6%[50 µM]
Cc1cccc2c(=O)c(C(=O)NCCc3ccccc3)c[nH]c12 | 0.1%
CN(Cc1ccccc1)C(=O)COC(=O)C1CCN(S(=O)(=O)c2ccc3c(c2)OCCO3)CC1 | 0.4%[50 µM]
CCO[C@@H]1OC(C(=O)Nc2ccccc2)=C[C@H](C)[C@H]1CCCO | 0.7%
CC(C)Oc1ccc(C(=O)OCC(=O)N2CCCc3ccccc32)cc1 | 1.2%[50 µM]
O=C(CSc1nc2ccccc2c(=O)[nH]1)Nc1ccc(N2CCOCC2)c(Cl)c1 | 0.3%
CCC(C)NC(=O)c1cc2c(=O)n(CC)c3ccccc3c2s1 (stereo not given) | 0.1%
COc1ccc(CNC(=O)C2CCN(C(=O)c3cccc(Cl)c3)CC2)cc1 | -0.1%
CN(CC(=O)Nc1ccccc1Cl)C(=O)c1ccc(Cl)c(S(=O)(=O)N2CCCCCC2)c1 | 2.5%
CN(C)c1ccc(-c2sc(Nc3ccccc3)n[n+]2-c2ccc(F)cc2)cc1 | 6.0%
COc1ccc(/C=C(\C#N)C(=O)OCC(=O)N(C)C2CCS(=O)(=O)C2)cc1 (stereo not given) | 0.5%[50 µM]
CC(=O)c1ccc(S(=O)(=O)Nc2ccc(C(=O)NCCCn3ccnc3)cc2)cc1 | 0.7%[50 µM]
CC(C)c1ccc(NC(=O)CCNC(=O)N2CC(=O)Nc3ccccc32)cc1 | -0.1%
CC(=O)Nc1ccc(NS(=O)(=O)c2ccccc2)c2ccccc12 | -0.1%
O=C(Nc1ccccc1N1CCOCC1)C1CCCO1 (stereo not given) | 0.7%[50 µM]
C[C@H](NC(=O)CCC1CCC(=O)N1)c1ccccc1 (stereo not given in full) | 0.4%
COc1ccc(C(C)(C)C)cc1NC(=O)CSc1ncn[nH]1 | 0.9%[50 µM]
CC1(c2ccccc2)NC(=O)N(CC(=O)Nc2ccc(C(N)=O)cc2)C1=O (stereo not given) | 0.0%

# Copied from the list:
# CC(C)Oc1ccc(C(=O)OCC(=O)N2CCCc3ccccc32)cc1 | UTI89 phage lysis = 1.2%[50 µM]
# CN(Cc1ccccc1)C(=O)COC(=O)C1CCN(S(=O)(=O)c2ccc3c(c2)OCCO3)CC1 | UTI89 phage lysis = 0.4%[50 µM]
# COc1ccc(OC)c(S(=O)(=O)NCCCN2CCCC2=O)c1 | UTI89 phage lysis = 0.7%[50 µM]
# O=C(CSc1nc2ccccc2c(=O)[nH]1)Nc1ccc(N2CCOCC2)c(Cl)c1 | UTI89 phage lysis = 0.3%
# C[C@H](CO)N1C[C@H](C)[C@@H](CN(C)Cc2ccc(C(=O)O)cc2)Oc2ccc(NC(=O)Cn3cnnn3)cc2C1=O | UTI89 phage lysis = 0.3%
# O=c1[nH][nH]c(=O)c2cc([N+](=O)[O-])ccc12 | UTI89 phage lysis = 4.7%&3.6%

# Next part.
compound | UTI89 phage lysis
Cc1ccccc1OCCC(=O)OCC(=O)NCCNC(=O)COC(=O)CCOc1ccccc1C | 0.8%[50 µM]
CCc1nn(CC(=O)NCCCN2CCN(C)CC2)c(=O)c2cc3occc3n12 | 0.5%
Cc1ccc(S(=O)(=O)N2CCOCCOCCOCCOCCOCC2)cc1 | -0.7%
O=C(COC(=O)c1ccc(Br)o1)NCc1ccc(Cl)cc1 | -0.5%
Cc1cc(C)c(NC(=O)Cn2nnc(C(=O)NCCc3ccccc3)c2N)c(C)c1 | 0.1%
Cc1ccc(OCC(=O)N/N=C/c2cccc3cccnc23)cc1 | 0.2%
C=CCN1C=C(C(C)=O)C(=O)CC1 | -0.1%
COc1cccc(CN(C)C(=O)CCN=C2NS(=O)(=O)c3ccccc32)c1OC | 0.8%[50 µM]
O=C(Nc1ccncc1Cl)c1ccncc1 | 0.2%
COc1ccc(-c2sc3ccc(OC)cc3c2C#Cc2cncn2C)cc1 | -0.4%
CCCN1CCN(C(=O)CN2C(=O)COc3ccc(S(=O)(=O)N(CC)CC)cc32)CC1 | 0.0%
CC1CCCN(C(=O)CNC(=O)c2cccs2)C1 (stereo not given) | 0.2%[50 µM]
CCOc1ccc(N(C)S(=O)(=O)c2cc(-c3cc(C)no3)ccc2C)cc1 | 0.1%
O=C(c1ccccc1F)n1c2c(c3ccccc31)CCCC2 | 0.1%
O=C(NC1CCN(S(=O)(=O)c2ccccc2C(F)(F)F)CC1)c1ccco1 | 0.4%
O=C(CSc1nc2ccccc2c(=O)[nH]1)Nc1ccccc1C(F)(F)F | 0.4%
Cc1ccc(NC(=O)NCCN2CCCCC2)cc1Cl | 0.5%
O=C(O)c1cc(N2CCCCC2)ccn1 | -1.6%
Cc1ccc(C2C(N)C(=O)N2c2ccc(C)cc2)cc1 (stereo not given) | 0.2%[50 µM]
CCC(CO)Oc1cc(NCc2ccncc2)c2ncn(C(C)C)c2c1 (stereo not given) | -0.3%
CC(=O)c1cc(C(=O)Nc2ccc3ccccc3c2)c(C)o1 | 0.2%
O=C(COc1ccc(C(=O)c2ccccc2)cc1)Nc1ncccc1O | -0.1%
COc1cccc(C(=O)NCC(C)(C)SCc2ccc(F)cc2)c1 | -0.1%
CN(CCc1ccccc1)C(=O)c1ccc(NC(=O)Cc2ccc(NC(=O)C3CCN(C(=O)C4CCC4)CC3)cc2)cc1 | 0.5%
COC(=O)CCCCCN1C(=O)NC(C2CC2)C(C(=O)OCc2ccccc2)=C1C (stereo not given) | -0.1%
CN(C)c1nc(Cl)nc2c1nc(Cl)n2C1CCCCO1 (stereo not given) | -2.0%
CC(=O)N1CCN(c2ccc(NC(=O)c3ccc(C)c([N+](=O)[O-])c3)cc2)CC1 | -2.0%
Cc1ccc(S(=O)(=O)Nc2cccc3cccnc23)c([N+](=O)[O-])c1 | 0.3%
CCOc1ccc(N(CC(=O)N2CCN(c3ccccc3OC)CC2)S(=O)(=O)c2ccc(F)cc2)cc1 | 0.2%
CN(C)S(=O)(=O)c1cccc(NC(=O)CC23CC4CC(CC(C4)C2)C3)c1 | 0.1%
CC(C)CCCN1C(Nc2ccccc2)=NC[C@@H]1Cc1ccccc1 | 0.8%
COc1cccc(C(=O)O/N=C(\N)c2ccccn2)c1OC | 0.0%
O=C(Nc1cc(S(=O)(=O)N2CCOCC2)ccc1N1CCOCC1)c1ccccc1F | 1.1%[50 µM]
COc1ccc(CN2CCN(CCCc3ccccc3)C(CCO)C2)c(OC)c1 (stereo not given) | 0.2%
O=C(CSc1nc2ccccc2o1)Nc1nc2c(s1)CCCC2 | 0.3%
Cc1nn(CC(=O)OCC(=O)c2ccccc2)c(C)c1[N+](=O)[O-] | 0.6%
COc1ccc(C(=O)Nc2ccc(C(=O)N3CCCCC3)cc2)cc1OC | -1.6%
COCCN(C(=O)COC(=O)/C=C/c1ccc(SC)cc1)c1c(N)n(Cc2ccccc2)c(=O)[nH]c1=O | 0.6%[50 µM]
O=C(c1ccc(S(=O)(=O)N2CCCC2)cc1)N1CCN(c2ccccc2)CC1 | 0.3%
COc1cc(/C=C2/C(=O)NN(c3ccc(Cl)c(Cl)c3)C2=O)cc([N+](=O)[O-])c1O | 0.1%
COc1ccccc1NC(=O)CSc1nncn1-c1ccccc1 | 0.5%
Cc1cc(=O)n(CC(=O)NC2CC2)c2c1c(C)nn2-c1ccccc1 | -0.3%
CC(=O)C1=C(O)C(=O)N(Cc2ccccc2)C1c1ccc([N+](=O)[O-])cc1 (stereo not given) | 0.2%
CCCCN(C(=O)c1cccc(N2C(=O)c3ccccc3C2=O)c1)c1c(N)n(CCCC)c(=O)[nH]c1=O | -0.1%[50 µM]
O=S(=O)(Nc1ccc(Br)cc1)c1cccc2nonc12 | 0.0%
Cc1ccc(-c2nnc(NC(=O)CCS(=O)(=O)c3ccc(F)cc3)o2)c(C)c1 | 0.9%[50 µM]
Cc1ccc2c(CN3CCC(C(N)=O)CC3)cc(=O)oc2c1C | -0.1%
OC1(c2cccc(C(F)(F)F)c2)CCN(CCN2CCCCC2)CC1 | -1.9%
Cc1cccc(OCC(=O)OCC(=O)N2CCN(C(=O)c3ccco3)CC2)c1C | 0.3%[50 µM]
CCOc1ccc(NC(=O)CSc2nncc(=O)n2N)cc1 | 1.4%[50 µM]
c1ccc(-c2ccc(-c3ccncn3)cc2)cc1 | 0.2%
COc1ccc(NC2CCCN(C(=O)c3cccc(C(F)(F)F)c3)C2)cc1OC (stereo not given) | 0.1%
O=C(N/N=C/c1cccnc1)c1ccccc1Br | -1.6%
O=C(NCCCc1ccncc1)C1CCC(=O)N(Cc2cccc(F)c2)C1 (stereo not given) | 0.2%
O=C(Nc1ccc(Cl)c(Cl)c1)Nc1ccon1 | 0.6%
O=C(CNC(=O)c1cccs1)Nc1ccc2c(c1)OCCO2 | 0.3%[50 µM]
CC(NS(=O)(=O)CCNC(=O)c1ccccc1)c1ccccc1 (stereo not given) | 1.0%[50 µM]
CC(C)C[C@H](NC(=O)N1CCn2c1nc1ccccc12)C(=O)NCCc1ccccc1 | 2.3%
COc1ccc(CNc2nc(-c3ccccc3)nc3ccccc23)cc1OC | 0.4%
CCOC(=O)c1cccc(C2=CC(=O)CC(C)(C)C2)c1 | 0.5%

# (cont.)
compound | UTI89 phage lysis
COc1cccc(CC(=O)NNC(=O)c2ccc3c(c2)OCO3)c1 | 0.6%
Oc1c(Cl)cc(Cl)cc1CNc1nc2ccccc2[nH]1 | 5.7%
CC(C)CCCN1CCN=C1Nc1ccccc1 | 0.3%
Cc1ccc(/C=N/NC(=O)c2ccc(NC(=O)c3ccc(Cl)cc3)cc2)o1 | 2.9%
Cc1c(OCC(=O)NCC2CCC(C(=O)O)CC2)ccc2c(-c3ccccc3)cc(=O)oc12 (stereo not given) | 0.2%
Cc1ccccc1CN1CCN(C(=O)c2ccco2)CC1 | 0.2%
Cc1ccc(C(=O)NCCC(=O)N2CCC3(CC2)NCCc2[nH]cnc23)cc1C | 0.4%
COc1ccc(-c2c(C)nn(-c3ccccc3)c2NC(C)=O)cc1OC | 0.2%
COc1cc2c(cc1OC)CN(CC(=O)Nc1cccc([N+](=O)[O-])c1)CC2 | 0.5%[50 µM]
Cc1noc(C)c1NC(=O)Nc1ccc2c(c1)C(=O)N([C@H](C)CO)C[C@H](C)[C@@H](CN(C)C(=O)Nc1ccccc1)O2 | 0.1%
Cc1ccc(CC(=O)Nc2ccc(C(=O)N3CCOCC3)cc2)cc1 | 0.8%[50 µM]
COc1ccc(C(=O)COC(=O)CCNS(=O)(=O)c2ccccc2)cc1Br | 0.0%
Cn1nc(C(=O)OCC(=O)Nc2ccc(Cl)cc2Cl)c2ccccc2c1=O | 0.5%[50 µM]
O=C1C=C(N2CCOCC2)CO1 | 0.5%
O=C(COc1cccc(Cl)c1)Nc1ccccc1N1CCCCC1 | 1.1%[50 µM]
O=C(Nc1ccc(Br)cc1)C1C2C=CC3(O2)C1C(=O)N(CCN1CCOCC1)C3C(=O)NC1CCCCC1 (stereo not given) | 0.1%
COc1cccc(C(=O)NCCCNC(=O)c2ccccn2)c1 | 0.1%
O=C(NCCCN1CCOCC1)c1cc(-c2ccccc2F)no1 | 0.1%
CSCCC(NC(=O)c1ccccc1Cl)C(=O)N1CCN(c2ccccn2)CC1 (stereo not given) | -1.1%[50 µM]
CCN(CC(=O)Nc1ccc2c(c1)OCCO2)C(=O)/C=C/c1cccc(OC)c1OC | 0.4%[50 µM]
Cc1ncoc1C(=O)NC1CCCc2c1cnn2-c1ccc(C(C)(C)C)cc1 (stereo not given) | 0.5%[50 µM]
Cc1cccc(C(=O)Oc2ccc3ccc(O)cc3c2)c1 | -0.2%
COc1nccnc1NS(=O)(=O)c1ccc(NCc2ccccc2O)cc1 | 0.5%
O=C(/C=C/c1ccc(O)c([N+](=O)[O-])c1)c1ccc2ccccc2c1 | 0.1%
CN(C(=O)c1cc2ccccc2o1)c1c(N)n(Cc2ccccc2)c(=O)[nH]c1=O | 0.6%[50 µM]
COc1ccccc1C(=O)Nc1nnc(SCC(=O)NC2CCCC2)s1 | 1.2%[50 µM]
CCOc1ccc(CN(C)C(=O)CCNC(=O)c2ccco2)cc1 | -0.1%[50 µM]
O=C(Nc1cccc(C(F)(F)F)c1)Nc1ccc2[nH]c(=O)[nH]c2c1 | 0.2%
COc1ccc([C@H]2CC(=O)C=C(c3cccc(F)c3OC)C2)cc1 | 0.9%

# An excerpt of these results, field by field:
> O=C(/C=C/c1ccc(O)c([N+](=O)[O-])c1)c1ccc2ccccc2c1
  UTI89 phage lysis: 0.1%
> CN(C(=O)c1cc2ccccc2o1)c1c(N)n(Cc2ccccc2)c(=O)[nH]c1=O
  UTI89 phage lysis: 0.6%[50 µM]
> COc1ccccc1C(=O)Nc1nnc(SCC(=O)NC2CCCC2)s1
  UTI89 phage lysis: 1.2%[50 µM]
